Assay outcomes: PubChem BioAssay, several laboratories
CCHFV vOTU inh: CCHFV vOTU protease inhibition. Pep-AMC fluorescence. inhibition, % at 11.5 µM. actives 0.55% (n = 370,000). AID 651958; also: 0% = vehicle wells with enzyme and 100% = no enzyme wells
PrPC TRFRET: inhibitors of human cell surface prion protein PrPC; P04156; AID 720596; inhibition, % at 13.8 µM; actives 0.43% (n = 370,000); TR-FRET read-out; in the data active = inhibition above about 24%; also: 0% = median of the test wells and 100% = reference compound wells
BioA inh: inhibitors of Mycobacterium tuberculosis BioA enzyme; purified M. tuberculosis BioA enzyme, plate reader; inhibition, % at 9.99 µM; actives 0.096% (n = 360,000); in the data active = inhibition above about 40%; inconclusive = no clear call, values can overlap the other calls
Mtb FBA inh: inhibits M. tuberculosis FBA enzyme; P9WQA3; purified M. tuberculosis FBA, fluorescence read-out; inhibition, % at 1 µM; actives 2.3% (n = 360,000); AID 588726; in the data active = inhibition above about 27%;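 also: 0% = vehicle and 100% = reference inhibitor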
Target sequence (P9WQA3 whole entry, looked up): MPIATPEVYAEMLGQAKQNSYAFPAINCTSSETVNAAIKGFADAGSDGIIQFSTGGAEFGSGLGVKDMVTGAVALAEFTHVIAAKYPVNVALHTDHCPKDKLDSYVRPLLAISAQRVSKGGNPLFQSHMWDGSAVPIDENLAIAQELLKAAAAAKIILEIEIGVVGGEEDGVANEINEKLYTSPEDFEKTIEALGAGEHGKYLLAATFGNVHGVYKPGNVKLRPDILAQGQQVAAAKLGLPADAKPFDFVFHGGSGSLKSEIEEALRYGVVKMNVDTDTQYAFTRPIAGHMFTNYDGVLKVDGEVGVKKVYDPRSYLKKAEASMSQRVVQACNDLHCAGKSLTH
BoNT-A LC inh2: blocks Botulinum neurotoxin A light chain protease; multiplex microsphere protease substrate cleavage, flow cytometry; inhibition, % at 10 µM; actives 0.17% (n = 360,000); in the data active = inhibition above about 30%; inconclusive = no clear call, values can overlap the other calls; also: plate controls were buffer without enzyme for full effect and enzyme alone for no effect
Mtb UGM inh: blocks M. tuberculosis UGM enzyme | inhibition, % at 10 µM | purified UGM, fluorescence polarization probe displacement | actives 0.06% (n = 320,000) | P9WIQ1; in the data active = inhibition above about 10%, passing the limit was not always enough; inconclusive = no clear call, values can overlap the other calls
Target sequence (P9WIQ1 whole entry, looked up): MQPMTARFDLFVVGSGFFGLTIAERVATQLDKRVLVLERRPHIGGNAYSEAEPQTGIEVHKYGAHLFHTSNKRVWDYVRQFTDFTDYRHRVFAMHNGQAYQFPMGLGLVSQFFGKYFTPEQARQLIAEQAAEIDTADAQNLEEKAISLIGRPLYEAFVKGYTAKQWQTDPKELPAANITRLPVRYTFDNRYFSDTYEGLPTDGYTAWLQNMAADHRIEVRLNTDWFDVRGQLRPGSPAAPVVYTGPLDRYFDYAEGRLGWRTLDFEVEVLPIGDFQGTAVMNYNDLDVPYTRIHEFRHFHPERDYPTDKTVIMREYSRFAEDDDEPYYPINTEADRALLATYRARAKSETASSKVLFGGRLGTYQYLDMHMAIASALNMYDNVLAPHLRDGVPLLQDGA
GDH-TPI inh: counter-screen for M. tuberculosis FBA inhibitors: GDH-TPI coupled enzymes | actives 1.2% (n = 360,000) | inhibition, % at 4.8 µM | GDH-TPI coupled enzyme counterscreen, NADH absorbance;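 also: 0% = DMSO wells and 100% = wells lacking the enzyme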
BoNT-F LC inh: blocks Botulinum neurotoxin F light chain protease | Multiplex microsphere protease cleavage assay, flow cytometry | inhibition, % at 10 µM | actives 0.22% (n = 360,000); in the data active = inhibition above about 35%, passing the limit was not always enough; inconclusive = no clear call, values can overlap the other calls; also: plate controls were buffer without enzyme for full effect and enzyme alone for no effect
FadD28 binding: M. tuberculosis FadD28 bisubstrate binding inhibition; FadD28 bisubstrate probe binding, fluorescence polarization; inhibition, % at 12.5 µM; actives 0.22% (n = 360,000); in the data active = inhibition above about 8.5%, passing the limit was not always enough; inconclusive = no clear call, values can overlap the other calls
* = called active by the depositor; ? = inconclusive; / = no result given. Rule as the data show it, unless noted: active = inhibition above about 30%; inactive = the rest.

No.	smiles	CCHFV vOTU inh	PrPC TRFRET	BioA inh	Mtb FBA inh	BoNT-A LC inh2	Mtb UGM inh	GDH-TPI inh	BoNT-F LC inh	FadD28 binding
1	CC(=O)Oc1ccc2c(=O)c(N3C(=O)c4ccccc4C3=O)c(C)oc2c1	3.9	1.6	0.4	1.3	-0.5	-2.1	-3.1	-3.0	-1.9
2	CN(C)S(=O)(=O)c1cccc(C(=O)NCc2ccco2)c1	6.9	-1.9	/	-3.3	1.7	-0.7	-10.4	1.8	-1.7
3	Cc1ccc(S(=O)(=O)CCC(=O)c2ccc(F)cc2)cc1	3.9	-0.6	-0.6	0.4	0.6	-0.3	8.2	-0.5	0.6
4	CC(=O)c1cc(Cl)ccc1OCc1cccc(S(=O)(=O)N2CCOCC2)c1	2.8	17.4	/	-1.0	-0.2	1.2	0.3	2.5	-0.5
5	Cc1ccc(S(=O)(=O)SCCCSS(=O)(=O)c2ccc(C)cc2)cc1	5.0	-4.5	-0.8	-2.6	-0.1	/	5.6	3.3	2.0
6	O=C(Nc1cccc(Cl)c1Cl)c1csc([C@@H]2O[C@H](CO)[C@H](O)[C@H](O)[C@H]2O)n1	1.1	6.9	0.6	-0.8	-0.3	/	6.4	0.8	-1.1
7	NC(=O)[C@@H]1CCCN1Cc1nc(-c2ccc(C(F)(F)F)cc2)no1	4.6	5.7	/	-0.3	-0.5	1.2	1.9	-3.3	0.3
8	O=C(O)c1ccc(S(=O)(=O)c2ccc3c(c2)C(=O)N(NC(=O)c2ccncc2)C3=O)cc1	-4.7	-5.3	-1.9	-2.1	0.9	1.0	-12.5	-10.3	-3.3
9	O=C(Nc1cc(S(=O)(=O)Nc2ccccc2Cl)ccc1O)c1sc2cc(Cl)ccc2c1Cl	1.9	8.7	/	-3.2	0.1	-0.5	-3.9	-1.5	-2.8
10	CCC(=O)N1CCCc2cc(S(=O)(=O)N3CCN(c4ccccc4F)CC3)ccc21	-1.9	2.0	-1.8	1.8	0.5	-2.9	-0.7	8.3	-2.7
11	COc1ccc(CCn2c(O)c(C3=c4ccccc4=NC3=O)sc2=S)cc1OC	-2.3	-2.0	-0.2	0.7	-1.8	-0.3	-1.4	25.8	-1.2
12	COc1ccc(-c2nnn(CC(=O)N(CC(=O)NC3CCCC3)Cc3ccco3)n2)cc1OC	2.5	2.0	/	1.9	-0.5	3.4	-3.1	-4.4	-2.4
13	N#CC1=C2SCC(O)(c3ccccc3)N2C(=O)CC1c1ccccc1F (configuration not stated)	6.1	-4.3	1.5	-0.8	-0.6	1.3	12.7	-1.3	-3.9
14	Cc1cc(C(=O)Nc2sc3c(c2C#N)CCC(C(C)(C)C)C3)no1 (configuration not stated)	-5.6	1.0	-6.7	-0.5	-4.6	0.1	10.7	-35.5	-1.5
15	COc1ccc(N2CCN(Cc3nc4ccccc4n3C)CC2)cc1	2.6	8.6	/	1.4	0.5	2.7	10.0	-4.8	-1.0
16	O=C(COn1nnc2ccc(Cl)cc21)NCc1ccccc1	-2.4	4.9	0.4	-1.2	-0.5	4.9	4.5	-4.6	-0.3
17	Cc1cccc(NC(=O)c2ccc(S(=O)(=O)N(C)CC3CCCO3)cc2)c1C (configuration not stated)	4.8	4.8	13.2	-3.4	5.6	0.0	-3.1	5.7	-3.9
18	COc1cc(O)c(CCC(=O)c2cc(OC)c(OC)c(OC)c2)c(OC)c1	9.6	7.8	/	-3.3	-1.1	0.7	3.8	-9.3	-2.0
19	Cc1ccc(NC(=O)c2cc([N+](=O)[O-])ccc2N2CCOCC2)cc1C	18.9	-12.4	3.3	-2.4	1.3	1.9	9.9	4.7	?
20	Cc1ccc(S(=O)(=O)NCC(=O)OCC(=O)Nc2cccc(S(=O)(=O)NC3=NCCCCC3)c2)cc1C	15.5	3.5	0.6	-3.2	-0.5	0.9	6.2	0.2	-3.5
21	CCCCNC(=O)CNC(=S)N(Cc1ccc(C)cc1)Cc1ccco1	21.2	-2.9	/	-2.2	1.4	-1.5	-4.3	-11.4	0.7
22	CC(C)(C)/C(O)=C/c1nc2ccccc2[nH]c1=O	-1.1	-3.8	/	3.8	-0.8	1.9	15.0	-6.3	0.2
23	CCCCNC(=O)c1cn(CC)c2ccc(S(=O)(=O)N3CCCCCC3)cc2c1=O	3.0	4.3	-0.2	-1.7	-1.5	-0.1	9.2	2.3	-0.1
24	O=C(NCCSc1c[nH]c2ccccc12)C1CC1	9.1	-4.2	-9.6	-0.5	-0.6	2.7	4.8	-5.8	-2.5
25	CCN(CC)S(=O)(=O)c1cccc(NC(=O)COC(=O)c2cncc(Br)c2)c1	-12.2	-0.9	0.7	-2.0	23.2	2.5	3.0	9.7	-3.3
26	Cc1nc2ccccn2c1C(=O)NNC(=O)Nc1cccc(C(F)(F)F)c1	12.7	1.5	-0.3	-0.1	-0.2	-3.6	-1.0	-2.6	-1.5
27	CC(O)C(=O)N/N=C/c1cccc2ccccc12 (configuration not stated)	13.2	3.6	/	-0.4	0.1	/	6.6	-3.2	-0.4
28	CSc1ncccc1C(=O)N1CCCC(N2CCN(c3ccccc3C)CC2)C1 (configuration not stated)	10.0	6.5	/	-0.8	-0.3	/	2.2	2.6	0.5
29	CCOC(=O)N1CCC(NC(=O)c2cc(C(=O)NC3CCN(Cc4ccccc4)CC3)ccc2CO)CC1	5.7	-2.9	/	0.0	-0.6	-3.4	-6.0	-0.1	-2.5
30	CN(C)CCNc1ccc(-c2n[nH]c(=O)c3ccccc23)cc1[N+](=O)[O-]	-6.2	-47.2	1.0	-5.2	1.3	/	-1.0	-3.6	0.2
31	O=c1[nH]c(Cc2cccs2)nc2ccccc12	-12.6	-3.2	-0.8	-0.5	4.4	0.4	4.0	21.5	-1.0
32	Cc1ccc(S(=O)(=O)N2CCOCC2)cc1C(=O)N1CC(C)OC(C)C1 (configuration not stated)	-2.5	8.9	0.0	-0.5	-1.5	-0.2	-2.1	?	0.7
33	COC(=O)C(C(=O)Nc1cccc(Cl)c1C)C1CCCC1 (configuration not stated)	6.2	-1.8	/	1.6	0.7	-2.1	2.6	-3.7	0.1
34	Cc1cccc(OCC(=O)Nc2cc(S(=O)(=O)N3CCCCC3)ccc2N2CCN(C)CC2)c1	2.4	5.2	/	0.1	-0.7	0.0	14.3	-7.2	-2.4
35	Cc1ccc(C)c(OCC(O)CN2CCC(C)CC2)c1C (configuration not stated)	2.0	-2.4	-1.2	5.6	0.5	2.0	-1.3	8.2	-2.7
36	C[C@H](NC(=O)c1cc2cc(Cl)ccc2n1C)C(=O)N1CCC[C@H]1C(=O)O	-0.9	9.6	-1.1	6.9	-0.1	0.8	-7.8	8.3	-0.4
37	Cc1ccccc1N1CCN(C(=O)c2ccccc2NC(=O)/C=C\C(=O)O)CC1	3.8	4.2	0.4	5.7	0.9	0.5	-1.5	1.7	-0.2
38	CCCCNC1=C(Br)C(=O)CC(C)(C)C1	1.0	0.1	-1.0	-2.4	0.2	-2.9	12.8	6.9	-1.5
39	CC1=C(C)CC(C(=O)Nc2nc(-c3ccc(F)cc3)c(C)s2)C(C(=O)O)C1 (configuration not stated)	7.0	4.8	/	2.2	-4.5	3.1	4.7	-29.7	-0.3
40	Cc1nnc(NC(=O)CSc2nc(C3CCCCC3)nc3ccccc23)s1	-11.5	2.1	0.5	-0.1	-0.1	-1.4	-2.1	-7.1	-5.5
41	O=C(COc1ccccc1)N1CCN(c2ncnc3c2cnn3-c2ccccc2)CC1	11.9	0.7	5.6	1.5	0.2	-0.4	-1.9	-2.0	-2.7
42	O=C(c1cccc2ccccc12)N1CCN(c2ccc([N+](=O)[O-])c(N3CCOCC3)c2)CC1	-1.6	-22.6	/	0.1	0.0	3.2	1.9	-3.7	0.4
43	CC(NC(=O)c1nn(C)c(=O)c2ccccc12)c1ccc(F)cc1 (configuration not stated)	-16.9	4.0	-0.2	1.9	-1.4	-0.4	14.8	-10.6	-2.3
44	COc1ccc(-c2ccc(CN3C(C(C)C)C(=O)N(Cc4cn(Cc5ccco5)nn4)CCS3(=O)=O)cc2)cc1OC (configuration not stated)	6.1	3.5	1.3	1.4	-0.1	/	-7.1	1.7	-2.8
45	O=C(NC1=NCCS1)C1CC(=O)N(c2ccc(F)cc2)C1 (configuration not stated)	3.3	-3.6	/	-5.6	0.0	-2.8	4.6	-11.2	-1.5

One compound at a time, from the list above. Order of values: CCHFV vOTU inh, PrPC TRFRET, BioA inh, Mtb FBA inh, BoNT-A LC inh2, Mtb UGM inh, GDH-TPI inh, BoNT-F LC inh, FadD28 binding
Record of Cc1nc2ccccn2c1C(=O)NNC(=O)Nc1cccc(C(F)(F)F)c1 = 12.7, 1.5, -0.3, -0.1, -0.2, -3.6, -1.0, -2.6, -1.5
Record of COc1cc(O)c(CCC(=O)c2cc(OC)c(OC)c(OC)c2)c(OC)c1 = 9.6, 7.8, /, -3.3, -1.1, 0.7, 3.8, -9.3, -2.0
Record of CCCCNC1=C(Br)C(=O)CC(C)(C)C1 = 1.0, 0.1, -1.0, -2.4, 0.2, -2.9, 12.8, 6.9, -1.5
Record of CC(C)(C)/C(O)=C/c1nc2ccccc2[nH]c1=O = -1.1, -3.8, /, 3.8, -0.8, 1.9, 15.0, -6.3, 0.2

(further entries)
No.	smiles	CCHFV vOTU inh	PrPC TRFRET	BioA inh	Mtb FBA inh	BoNT-A LC inh2	Mtb UGM inh	GDH-TPI inh	BoNT-F LC inh	FadD28 binding
46	CC1CCCC(C)N1C(=O)c1ccc2c(c1)S(=O)(=O)c1ccccc1C2=O (configuration not stated)	-5.2	-36.8	0.2	-2.3	1.8	3.8	4.0	7.5	-0.6
47	CCOc1ccc(N=CC2=C(O)CC(C)(C)CC2=O)cc1	-4.8	3.7	-2.6	-0.5	0.1	0.2	25.9	-1.6	-2.8
48	Clc1ccc(-c2nnc(N3CCCC3)nn2)cc1	-10.2	-6.3	-0.3	-2.1	14.1	1.1	9.1	12.1	-1.8
49	Cc1ccc(S(=O)(=O)N2CCCC2C(=O)O)cc1 (configuration not stated)	1.6	-4.5	0.1	-1.6	-0.1	-1.0	-5.0	-6.8	0.7
50	CCOC(=O)C1=C(O)/C(=C/c2cc(OC)c(OC)c(OC)c2)SC1=Nc1ccc(OC)cc1	9.6	-1.4	/	2.0	0.0	0.6	9.9	0.7	-2.0
51	COc1ccc(OC)c(C(=O)c2ccc(C(=O)Nc3ccc4ccccc4c3)cc2)c1	-3.5	-1.0	/	0.4	0.4	-0.9	7.9	-3.2	-1.5
52	CCCn1nnc(NC(=O)COc2ccc(Cl)cc2)n1	8.6	-1.0	-1.0	1.1	0.0	-0.1	1.5	-5.4	0.5
53	COc1ccc(C)cc1Nc1n[n+](-c2ccccc2)c(-c2cccc(Cl)c2Cl)s1	3.1	2.9	-1.2	-4.0	-0.9	-1.0	-0.5	-11.5	-6.5
54	CCOC(=O)c1c(NC(=O)CN(C)C2CCN(C)CC2)sc(C(=O)Nc2ccccc2)c1C	5.0	-4.9	/	1.6	1.0	0.4	-0.3	1.5	-1.8
55	CCOc1ccc(NC(=O)[C@@H]2CCCN2C(=O)c2cccs2)cc1S(=O)(=O)N1CCOCC1	-5.8	-5.2	-0.6	4.8	0.0	-2.1	8.6	1.6	-3.0
56	O=C(N1CCN(c2ccccc2)CC1)C(F)(F)C(F)F	0.4	3.2	-0.5	2.7	8.2	0.4	0.0	10.0	1.0
57	O=C1CN(C(=O)C2CC2)c2ccccc2N1	2.7	0.1	-0.2	1.1	1.3	-0.9	1.9	37.0*	0.0
58	CCOC(=O)C1(C)/C(=N/Nc2ccccc2OC)C(=O)C(=O)N1c1ccccc1 (configuration not stated)	6.2	-6.3	/	-5.4	-1.0	-2.3	9.9	-9.4	-0.4
59	Fc1cnc(N/N=C/c2ccc(-c3ccc(Br)cc3)o2)nc1N1CCOCC1	3.8	0.5	-2.0	2.5	/	0.0	3.8	/	-0.6
60	CCN1C(=O)[C@H]2[C@@H](c3ccc(-c4ccc5c(c4)OCO5)c(OC)c3)N[C@@](CC(C)C)(C(=O)OC)[C@H]2C1=O	-5.1	-1.1	-1.4	16.1	0.3	1.3	12.3	2.2	-1.9
